KCNK3 inh = human KCNK3 channel inhibitors, primary screen, CHO cells, FluxOR thallium flux, B-score. Potassium channel subfamily K member 3 (Homo sapiens), O14649. FluxOR fluorescence; hits give low values. hit rate 0.84% among 340,000. AID 602410, 2012. B-score at 10 µM;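 active = B-score under library mean minus 4 SD, starting fluorescence ratio at most library mean plus 5 SD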;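 note: more negative B-score means stronger inhibition of thallium flux through KCNK3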
Dyrk1A ADPGlo = rat Dyrk1A kinase inhibitors, primary screen, biochemical, single point, plate reader; ADP-Glo luminescence, NFATc1 peptide; Dual specificity tyrosine-phosphorylation-regulated kinase 1A (Rattus norvegicus), Q63470; hit rate 0.43% among 310,000; inhibition, % at 12.5 µM; in the data active = inhibition above about 50%;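 note: plate controls were vehicle with enzyme for no effect and no enzyme for full effect; many of its hits are not listed in these tables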
KCNQ1 inh = inhibitors of human KCNQ1 channel, primary screen, cell-based, thallium flux, high-throughput; CHO-K1 KCNQ1, FluxOR thallium flux fluorescence; hits give high values; hit rate 1.3% among 310,000; B-score at 10 µM;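 active = compounds whose thallium flux B-score, printed positive for inhibition, exceeds three library SD while starting fluorescence stays within three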;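 note: channel opened by potassium depolarization with thallium stimulus after 20 min compound exposure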
hERG rescue = hERG rescue from dofetilide block, primary screen, cell-based, CHO-hERG, FluxOR thallium flux, dofetilide IC70. AID 1511, 2009. dofetilide IC70 present. Voltage-gated inwardly rectifying potassium channel KCNH2 (Homo sapiens), Q12809. activation (rescue from dofetilide block), less the hit threshold, % at 10 µM. hit rate 0.51% among 310,000;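 active = activation above the mean of controls blocked by dofetilide plus 5 SD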;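 note: thallium influx through hERG after potassium depolarization seen as dye fluorescence rise; in these data hits start at about 4.7%; inactives centre near -7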
HDAC3 inh = HDAC3 deacetylase inhibitors, primary screen, biochemical, fluorescence, cell-free homogeneous; Histone deacetylase 3 (Homo sapiens), O15379; recombinant HDAC3, fluorogenic peptide/trypsin coupled; inhibition, % at 8.3 µM; hit rate 0.15% among 320,000; AID 2718, 2010; in the data active = inhibition above about 26%, passing the limit was not always enough
TRPC4 agonist = activators of mouse TRPC4 channel, primary screen, Fluo4 calcium, HEK293 TRPC4beta/mu-opioid cells. Fluo4 calcium fluorescence; hits give high values. AID 2237, 2010. Short transient receptor potential channel 4 (Mus musculus), Q9QUQ5. hit rate 0.49% among 310,000. B-score at 10 µM;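 active = B-score above 5 SD of library B-scores, and initial fluorescence ratio not above library mean plus 5 SD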;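 note: positive B-score marks a calcium rise read as TRPC4 activation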
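Assay system – TRPC4beta and mu-opioid receptor HEK293 stable cells · Measured by – Fluo4 fluorescence, kinetic · Schedule – dye loading 45 min room temperature, 110 s kinetic read · Read-out – B-scored integrated calcium fluorescence ratio · Controls – buffer and maximal DAMGO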
ANO1 activ = TMEM16A chloride channel activators or potentiators, primary screen, cell-based, HTS; HEK293 TMEM16A/YFP-H148Q/I152L, iodide quench fluorescence; hits give low values; Anoctamin-1 (Mus musculus), Q8BHY3; B-score at 10 µM; AID 623877, 2012; hit rate 0.3% among 340,000;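 active = fluorescence-ratio B-score plate-corrected deviation score at least 3 library SD below zero, with starting fluorescence score within 5 deviations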;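 note: channel opened by trigger with iodide after compound preincubation; score built on the fluorescence ratio of max minus min over baseline; more negative score means more quench and so TMEM16A activation or potentiation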
Target sequence (Q8BHY3 whole entry, looked up): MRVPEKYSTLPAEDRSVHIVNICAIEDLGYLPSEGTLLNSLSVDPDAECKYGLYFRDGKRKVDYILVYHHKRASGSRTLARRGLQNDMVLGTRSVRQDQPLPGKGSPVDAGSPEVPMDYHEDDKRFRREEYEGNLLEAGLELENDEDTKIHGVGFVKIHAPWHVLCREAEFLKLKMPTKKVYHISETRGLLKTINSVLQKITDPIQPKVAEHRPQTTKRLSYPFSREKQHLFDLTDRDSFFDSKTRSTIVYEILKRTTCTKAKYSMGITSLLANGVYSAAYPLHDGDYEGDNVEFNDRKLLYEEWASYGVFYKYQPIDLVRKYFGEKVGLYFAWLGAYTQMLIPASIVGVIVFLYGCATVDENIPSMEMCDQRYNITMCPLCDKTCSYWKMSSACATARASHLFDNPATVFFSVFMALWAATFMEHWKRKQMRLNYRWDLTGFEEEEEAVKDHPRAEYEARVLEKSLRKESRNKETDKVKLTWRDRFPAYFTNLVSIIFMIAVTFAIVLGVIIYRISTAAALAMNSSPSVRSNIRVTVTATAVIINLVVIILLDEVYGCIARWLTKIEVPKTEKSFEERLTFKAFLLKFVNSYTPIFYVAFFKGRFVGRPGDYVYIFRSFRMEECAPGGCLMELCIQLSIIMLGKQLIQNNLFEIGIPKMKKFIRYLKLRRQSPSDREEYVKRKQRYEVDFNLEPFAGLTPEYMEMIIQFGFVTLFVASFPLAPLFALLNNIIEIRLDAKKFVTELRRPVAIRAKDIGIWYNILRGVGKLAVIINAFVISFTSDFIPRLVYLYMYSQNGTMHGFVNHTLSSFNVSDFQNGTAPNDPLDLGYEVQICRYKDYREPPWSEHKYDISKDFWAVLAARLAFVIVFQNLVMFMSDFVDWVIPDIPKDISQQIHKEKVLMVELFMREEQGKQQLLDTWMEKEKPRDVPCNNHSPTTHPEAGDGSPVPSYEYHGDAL
KCNK9 inh = KCNK9 potassium channel inhibitors, primary screen, HEK293 cells, thallium flux; FluxOR thallium flux fluorescence; hits give low values; B-score at 10 µM; Potassium channel subfamily K member 9 (Homo sapiens), Q9NPC2; AID 488922, 2010; hit rate 1.2% among 310,000;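 active = ratio B-score over 3 SD below the library mean, with starting fluorescence within 5 SD of its mean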;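 note: negative B-score means less thallium flux so channel inhibition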
TMEM16A inh = TMEM16A chloride channel inhibitors, primary screen, cell-based, HTS; Anoctamin-1 (Mus musculus), Q8BHY3; HEK293 TMEM16A/YFP iodide influx fluorescence, ionomycin; normalized B-score (activity score, 25-100; higher = stronger inhibition) at 10 µM; hit rate 1.2% among 310,000; AID 588511, 2011;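 active = ratio plate-corrected score three or more library SD toward inhibition, starting fluorescence score within five deviations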;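 note: score derived from kinetic fluorescence span divided by baseline fluorescence per well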
TRPC4 potent = positive allosteric modulators of TRPC4, primary screen, cell-based, mouse TRPC4beta, HEK293 mu-opioid, Fluo-4 calcium; Short transient receptor potential channel 4 (Mus musculus), Q9QUQ5; DAMGO EC20, Fluo-4 Ca2+ flux; hits give high values; hit rate 0.42% among 310,000; AID 2227, 2009; B-score at 10 µM;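 active = B-score of calcium response area above 5 SD of library B-scores, with initial fluorescence ratio within 5 SD of library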;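 note: B-score of integrated fluorescence ratio over time as area under calcium response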
KCNQ1 pot = potentiators or activators of KCNQ1 channel, primary screen, cell-based, thallium flux, high-throughput; CHO-K1 KCNQ1, thallium flux FluxOR fluorescence; hits give high values; B-score at 10 µM; hit rate 0.35% among 310,000; AID 2648, 2010;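 active = fluorescence ratio B-score, a plate-corrected score, at least three library SD, with initial intensity B-score within 5 SD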
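assay system = KCNQ1-transfected CHO-K1 cells | medium = assay buffer with matched DMSO | probe or stimulus = depolarizing K+/Tl+ stimulus, K2SO4 and Tl2SO4 each 12.5 mM in 5x stock | dosing = single dose | incubation = dye 90 min, compound 20 min, room temperature | detection = kinetic FluxOR fluorescence, 10 s baseline plus 110 s post-stimulus | evaluation = ratio B score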
Active calls of the source: *; i = inactive; . = no result given. An excerpt; count on the stated rates, not on these rows.

SMILES	KCNK3 inh	Dyrk1A ADPGlo	KCNQ1 inh	hERG rescue	HDAC3 inh	TRPC4 agonist	ANO1 activ	KCNK9 inh	TMEM16A inh	TRPC4 potent	KCNQ1 pot
CCOC(=O)C(NC(C)=O)(Nc1ccc(S(=O)(=O)Nc2cc(C)nc(C)n2)cc1)C(F)(F)F (stereo not given)	i	-6	i	-14	2	i	i	i	i	i	i
COc1ccc(NC(=O)C2OC3OC(C)(C)OC3C3OC(C)(C)OC23)cc1 (stereo not given)	i	7	i	-6	0	i	i	i	i	i	i
NC(=O)c1nsc(C(=O)N(CC(=O)NCc2ccc3c(c2)OCO3)C2CCCCC2)c1N	i	.	i	-28	-3	i	i	i	i	i	i
CCOC(=O)Cc1csc(NC(=O)CCCc2ccccc2)n1	i	13	i	-1	-2	i	i	i	i	i	i
COc1cc(OC)cc(C(=O)NNC(=O)c2cc(=O)[nH]c3ccccc23)c1	i	-4	i	-17	0	i	i	i	i	i	i
NC(=O)CC(NC(=O)Cc1cccc2ccccc12)c1ccc(NC2CCC2)c([N+](=O)[O-])c1 (stereo not given)	i	-3	i	-12	7	i	i	i	i	i	i
Cc1c(NC(=O)/C(C#N)=C/c2ccc(-c3ccc(Cl)cc3)o2)c(=O)n(-c2ccccc2)n1C	i	0	i	-4	9	i	i	i	i	i	i
CCN(C(=O)COC(=O)CSc1cc(C)c2ccccc2n1)c1ccccc1	-9.6*	0	i	-15	-1	i	i	i	i	i	i
COc1ccc(C(=O)C(OC(=O)CNC(=O)c2ccco2)c2ccccc2)cc1 (stereo not given)	i	-2	i	-13	-3	i	i	i	i	i	i
C/C(=N\NC(=S)NCc1ccccc1)c1ccc(Cl)s1	i	-2	i	-4	-2	i	i	i	i	i	i
COc1cccc(NC(=O)c2cc(CN3C(=O)c4ccccc4C3=O)ccc2OC)c1	i	0	i	-9	6	i	i	i	i	i	i
O=C(N/N=C/c1ccc[nH]1)c1ccc(COc2cccc3cccnc23)cc1	i	12	i	-19	2	i	i	i	i	i	i
O=C(CCn1c(=O)c2ccccc2n(CC(=O)NC2CCCC2)c1=O)NCc1ccco1	i	1	i	-12	-1	i	i	i	i	i	i
Cc1nc2ccccc2c(=O)[nH]1	i	5	i	-2	-12	i	i	i	i	i	i
Cc1nnc2c(Oc3ccccc3)nc3ccccc3n12	i	4	i	-5	-5	i	i	i	i	i	i
N#Cc1c(NC(=O)CSc2nnc(-c3ccco3)n2-c2ccccc2)sc2c1CCC2	i	2	i	-3	1	i	i	i	i	i	i
Clc1ccccc1Nc1ncnc2c1nnn2Cc1ccccc1	i	3	i	-6	-1	i	i	i	i	i	i
C=CCc1ccccc1OCC(O)CN1C(=O)c2ccccc2C1=O (stereo not given)	i	11	i	-12	-1	i	i	i	i	i	i
Oc1ccc(CNc2ccc(F)cc2)c2cccnc12	i	1	i	0	-2	i	i	i	i	i	i
CC(CN1CCC(n2nccc2NC(=O)C2CCCC2)CC1)c1ccccc1 (stereo not given)	i	9	i	-15	-3	i	i	i	i	i	i
CCOc1ccc(C(C)=O)cc1CSc1nnc(N)s1	i	.	i	-3	9	i	i	i	i	i	i
Cc1ccc(SCC(=O)NNC(=O)c2ccc(S(C)(=O)=O)cc2)cc1	i	1	i	-6	-2	i	i	i	i	i	i
Clc1ccc(-c2nc3ncccn3c2Nc2ccc3c(c2)OCO3)cc1	i	3	i	-8	17	i	i	i	i	i	i
O=C1CN(S(=O)(=O)c2ccc([N+](=O)[O-])cc2)CC(=O)N1	i	-2	i	-2	-6	i	i	i	i	i	i
COc1ccc(Cl)cc1NC(=O)C1CC(=O)N(c2ccc(F)cc2)C1 (stereo not given)	i	8	i	-5	2	i	i	i	i	i	i
Cc1ccc(OCc2nnc(SCC(=O)N3c4ccccc4Sc4ccc(Cl)cc43)o2)cc1	i	-1	i	-1	0	i	i	i	i	i	i
COc1cccc(C2C(C(=O)/C=C/c3ccco3)=C(O)C(=O)N2CCN2CCOCC2)c1 (stereo not given)	i	0	i	-5	-12	i	i	i	i	i	i
O=C(CSc1nc(-c2ccco2)cc(C(F)(F)F)n1)Nc1ccc2c(c1)OCO2	i	-1	i	-5	12	i	i	i	i	i	i
Cc1sc2nc3c(SC(C)C(=O)O)cc(C(=O)c4ccccc4O)cn3c(=O)c2c1C (stereo not given)	i	-2	i	-11	3	i	i	i	i	i	i
COc1ccc(NS(=O)(=O)c2ccc(OC)c(OC)c2)cc1OC	i	3	i	-12	-3	i	i	i	i	i	i
COCCNC(=O)CSc1nnc(-c2ccccc2F)n1Cc1ccccc1	i	-5	i	-4	6	i	i	i	i	i	i
COc1cccc(-c2nnc(NC(=O)C3CCCCC3)o2)c1	i	-1	i	-6	3	i	i	i	i	i	i
O=c1oc2ccccc2c(O)c1Sc1ccc(Cl)cc1	i	12	i	-7	-17	i	i	i	i	i	i
Nc1ncnc2c1ncn2C1CCC(CO)C(O)C1 (stereo not given)	i	12	i	-6	-7	i	i	i	i	i	i
O=C(CN1CCN(c2ccccc2)CC1)Nc1nccs1	i	-4	.	.	3	.	i	.	i	.	.
O=C(NCc1ccc(Cl)cc1)c1cc2c(nc3sccn32)s1	i	-2	i	-13	0	i	i	i	i	i	i
O=C(c1cccc(C(F)(F)F)c1)C1CCCN(C(=O)C2CCOCC2)C1 (stereo not given)	i	6	i	-4	9	i	i	i	i	i	i
CCCN(CCC)CCCNC(=S)Nc1ccc2nc(N3CCN(C)CC3)cc(C)c2c1	i	11	i	-13	-2	i	i	i	i	13*	i
CSc1ccc(/C=N/N2CCN(C)CC2)cc1	i	-1	i	-2	6	i	i	i	i	i	i
CNC(=O)COC(=O)c1cc(NC(=O)c2ccco2)c(OC)c(OC)c1	i	-7	i	1	6	i	i	i	i	i	i

Record cards, as listed above:
COc1ccc(Cl)cc1NC(=O)C1CC(=O)N(c2ccc(F)cc2)C1 (stereo not given) is listed with KCNK3 inh: i; Dyrk1A ADPGlo: 8; KCNQ1 inh: i; hERG rescue: -5; HDAC3 inh: 2; TRPC4 agonist: i; ANO1 activ: i; KCNK9 inh: i; TMEM16A inh: i; TRPC4 potent: i; KCNQ1 pot: i
CNC(=O)COC(=O)c1cc(NC(=O)c2ccco2)c(OC)c(OC)c1 is listed with KCNK3 inh: i; Dyrk1A ADPGlo: -7; KCNQ1 inh: i; hERG rescue: 1; HDAC3 inh: 6; TRPC4 agonist: i; ANO1 activ: i; KCNK9 inh: i; TMEM16A inh: i; TRPC4 potent: i; KCNQ1 pot: i
CSc1ccc(/C=N/N2CCN(C)CC2)cc1 is listed with KCNK3 inh: i; Dyrk1A ADPGlo: -1; KCNQ1 inh: i; hERG rescue: -2; HDAC3 inh: 6; TRPC4 agonist: i; ANO1 activ: i; KCNK9 inh: i; TMEM16A inh: i; TRPC4 potent: i; KCNQ1 pot: i

The list goes on.
SMILES	KCNK3 inh	Dyrk1A ADPGlo	KCNQ1 inh	hERG rescue	HDAC3 inh	TRPC4 agonist	ANO1 activ	KCNK9 inh	TMEM16A inh	TRPC4 potent	KCNQ1 pot
O=C(COC(=O)c1nc(Cl)ccc1Cl)Nc1ncc(Cl)cc1Cl	i	-3	i	-9	0	i	i	i	i	i	i
O=C(O)CSc1ncnc2nc[nH]c12	i	.	i	-7	1	i	i	i	i	i	i
Brc1ccccc1OCCCCn1cnc2ccccc21	i	.	8*	-21	6	i	i	i	100*	i	i
COc1ccc(OCCCON2C(=O)c3ccccc3C2=O)cc1	i	-16	i	-4	-4	i	i	i	i	i	i
O=C(c1cc(COc2ccc3ncccc3c2)on1)N1CCCC1	i	3	i	-11	14	i	i	i	25*	i	i
COc1cc(OC)c(NC(=O)C2CCCN2C(=O)OCc2ccccc2)cc1Cl (stereo not given)	i	-5	i	-15	3	i	i	i	i	i	i
O=C(Nc1ccon1)C(Sc1ccccc1)c1ccccc1 (stereo not given)	i	10	i	-10	4	i	i	i	i	i	i
C#CCOCCOCCOCCNc1nc(N2CCN(C(=O)C(Cc3ccc(O)cc3)n3cc(C(N)CC(C)C)nn3)CC2)nc(N2CCN(C(=O)C(Cc3ccc(O)cc3)n3cc(C(N)C(C)CC)nn3)CC2)n1 (stereo not given)	i	16	i	-8	-1	i	i	i	i	i	i
Cc1ccc2c(C)c(C(=O)Nc3ccc(S(N)(=O)=O)cc3)oc2c1C	i	7	i	-14	-9	i	i	i	i	i	i
COCCCNC(=S)NNC(=O)Cn1nc(C)c(Br)c1C	i	-7	i	-7	2	i	i	i	i	i	i
CCN(C(=O)COC(=O)c1ccc2[nH]c3c(c2c1)CCCC3)C1CCS(=O)(=O)C1 (stereo not given)	i	4	i	-9	-2	i	i	i	i	i	i
O=S(=O)([N-]c1nc2ccccc2nc1-n1cc[n+](Cc2ccccc2)c1)c1ccccc1	i	-7	i	-7	-10	i	i	i	i	i	i
COc1cc(CNc2ncc(-c3ccc(Cl)cc3)n2C)cc(OC)c1OC	i	.	i	-6	-13	i	i	i	i	i	i
COc1cc(/C=N/NC(=O)CN2CCCCC2)ccc1OCc1ccccc1	i	-2	i	-5	8	i	i	i	i	i	i
CSc1cccc(NC(=O)CCC(=O)O)c1	i	7	i	-4	7	i	i	i	i	i	i
CCn1c(CNC(=O)c2ccc(OC)cc2)nnc1SC	i	-1	i	-7	5	i	i	i	i	i	i
CCCN(N=Nc1cccc([N+](=O)[O-])c1)c1cccc([N+](=O)[O-])c1	-9.2*	3	i	-14	4	i	i	-12*	i	i	i
O=C(N/C(=C/c1ccccc1F)C(=O)N1CCCCC1)c1ccccc1	i	0	i	-9	3	i	i	i	i	i	i
CCn1c(SCC(=O)Nc2ccc(OC)c(OC)c2)nnc1-c1c[nH]c2ccccc12	i	2	i	-12	-2	i	i	i	i	i	i
